BRCA1 expr act – BRCA1 expression activation. Potency, µM (highest dose often 46.1 µM), inactives show at the highest dose activation, usual class: activators. MCF7-BRCA1-FFLuc reporter, luminescence, 48 h; response scale: scaled: vehicle 0%, 10 µM genistein 100%. 1.1% of 380,000 active; also: nearly all actives have a fitted effect of over 80% in size; some results filed as inactive show a strong effect at the top dose
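Activators of BRCA1 expression were detected as increased firefly luciferase luminescence in engineered MCF7 cells after 48 h compound incubation. Signals were scaled to genistein 10 microM as full activation.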
p53 reactivation – mutant p53 re-activation in reporter cells; AID 504706; 0.063% of 320,000 active; Potency, µM (top dose mostly 92.2 µM), for inactives: at the highest dose activity change, positive = activation, actives largely listed as activators; H1299 p53-A138V BP100-luciferase reporter, luminescence, 24 h; also: % of control where 0% means no effect; nearly all actives have a fitted effect of over 45% in size
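p53-null H1299 cells stably carrying temperature-sensitive p53-A138V and a BP100-luciferase reporter were pinned with compounds (4-point, 1:5 series) and held 24 hrs at 37 deg C. Luminescence was read 10 min after detection reagent.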
RORgamma inh – inhibitors of mouse ROR gamma transcriptional activity; Drosophila S2 Gal4-RORgamma UAS-luciferase reporter, 20 h; 5.4% of 310,000 active; Potency, µM (titrated, usually from 53.6 µM), for the others: at the highest dose activity change, negative = inhibition, usual class: inhibitors; P51450; AID 2551; also: % is scaled to controls: 0 for no effect and ±100 for the full control effect; nearly all actives have a fitted effect of over 60% in size
Target sequence (P51450 whole entry, looked up, the tested form may be a part): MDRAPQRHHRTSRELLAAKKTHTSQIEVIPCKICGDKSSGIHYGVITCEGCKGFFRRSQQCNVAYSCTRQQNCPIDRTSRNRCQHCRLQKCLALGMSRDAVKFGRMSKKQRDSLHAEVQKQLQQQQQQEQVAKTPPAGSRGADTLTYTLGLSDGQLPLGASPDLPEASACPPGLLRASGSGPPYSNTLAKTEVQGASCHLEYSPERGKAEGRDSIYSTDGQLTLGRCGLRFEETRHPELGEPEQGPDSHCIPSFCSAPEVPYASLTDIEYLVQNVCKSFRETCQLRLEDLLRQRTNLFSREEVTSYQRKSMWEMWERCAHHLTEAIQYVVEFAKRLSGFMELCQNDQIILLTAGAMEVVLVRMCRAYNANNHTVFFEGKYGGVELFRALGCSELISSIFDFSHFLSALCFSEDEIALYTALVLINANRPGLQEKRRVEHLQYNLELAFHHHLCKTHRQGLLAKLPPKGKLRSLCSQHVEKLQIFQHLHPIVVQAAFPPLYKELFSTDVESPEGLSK
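ROR gamma transcriptional activity was tracked as Gal4-UAS luciferase output in stably transfected Drosophila Schneider cells, with compound added 1 hr before 700 uM copper sulfate induction and a 20 hr ambient-temperature incubation.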
MBNL1-CUG inh – MBNL1-poly(CUG) RNA binding inhibition | Q9NR56 | TR-FRET MBNL1-His/biotin-(CUG)12 binding, 665/545 ratio | Potency, µM (titrated, usually from 57.5 µM), for the others: at the top dose activity change, negative = inhibition, most hits filed as inhibitors | 0.036% of 280,000 active | AID 2675; active = well fitted inhibition curve with a large enough effect in the signal ratio, with a control signal flat, not every such curve was filed as active; inconclusive = small, poorly fitted or top-dose-only effect, or effect the other way, or a change in a side signal; inactive = no such curve, though single readings can be large or run the other way; the % refers to the signal ratio; also: % is scaled to controls: 0 for no effect and ±100 for the full control effect
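Compound titration spanned 92 nM–58 uM against the MBNL1-His/biotin-(CUG)12 complex. After 60 min at room temperature with 5 nM streptavidin-XL665 and 0.055 ng/ul terbium anti-His, ratiometric 665/545 nm emission (Ex 340 nm) normalized to controls.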
FLuc counter – inhibits or activates purified firefly luciferase, miR-21 counter-screen. Potency, µM (doses to about 57.5 µM), without a hit: top-dose activity change, negative = inhibition, most hits filed as inhibitors. 6.9% of 360,000 active. purified FLuc, Km substrates, luminescence inhibition. AID 588342;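 also: plate controls were vehicle for no effect and reference inhibitor for full effect; nearly all actives have a fitted effect of over 55% in size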
Target sequence (P08659 whole entry, looked up): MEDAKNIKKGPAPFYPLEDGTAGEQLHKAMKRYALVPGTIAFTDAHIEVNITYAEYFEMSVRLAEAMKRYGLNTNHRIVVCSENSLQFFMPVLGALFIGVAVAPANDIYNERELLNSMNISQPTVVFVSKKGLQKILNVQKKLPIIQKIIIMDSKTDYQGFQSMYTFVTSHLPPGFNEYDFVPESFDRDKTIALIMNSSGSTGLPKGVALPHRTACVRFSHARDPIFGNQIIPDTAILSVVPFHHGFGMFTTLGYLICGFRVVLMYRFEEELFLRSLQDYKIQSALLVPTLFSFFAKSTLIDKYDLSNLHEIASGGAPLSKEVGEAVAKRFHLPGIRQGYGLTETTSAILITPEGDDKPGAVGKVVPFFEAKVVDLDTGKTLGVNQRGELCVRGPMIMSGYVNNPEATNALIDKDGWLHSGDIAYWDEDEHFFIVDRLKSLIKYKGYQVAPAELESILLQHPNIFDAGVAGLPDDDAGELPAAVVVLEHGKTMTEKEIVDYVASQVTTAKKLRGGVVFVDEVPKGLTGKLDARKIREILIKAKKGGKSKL
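Purified P. pyralis luciferase, 10 nM final, with Km-level 10 uM D-luciferin and 10 uM ATP in 50 mM Tris acetate pH 7.5, 10 mM Mg acetate, 0.01% Tween-20, 0.05% BSA; 6-point qHTS titration about 60 µM downward; luminescence read.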
Rab9 prom act – activates the Rab9 promoter. Huh7 Rab9 promoter-luciferase reporter, luminescence, 24 h. Potency, µM (titrated, usually from 9.22 µM), without a hit: top-dose activation, negative = inhibition, most hits filed as activators. 2.8% of 320,000 active; also: % of control where 0% means no effect; nearly all actives have a fitted effect of over 60% in size
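Quantitative HTS format; Huh7 Rab9-luciferase reporter cells (1500/well) receive compound 2 h post-plating, incubate 24 h at 37 °C, then get luciferase reagent for 10 min before luminescence reading.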
ELG1 genotoxic – genotoxicity induction in ELG1-luciferase HEK293T cells | 1.3% of 330,000 active | Potency, µM (titrated, usually from 46 µM), for inactives: at the top dose activity change, positive = activation, actives largely listed as activators | HEK293T ELG1-luciferase reporter, luminescence, 16 h; also: % of control where 0% means no effect; nearly all actives have a fitted effect of over 60% in size
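Cells (2,000/well) expressing the ELG1-luciferase fusion are dosed by pin tool and kept 16 hr at 37 °C, 5% CO2. Signal comes from ONE-Glo luciferase reagent after 30 min at room temperature.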
VP16 counter – counter-screen for ROR gamma inhibitors: Gal4-VP16 reporter; Drosophila S2 Gal4-VP16 UAS-luciferase, luminescence, 20 h; Potency, µM (highest dose often 53.6 µM), for inactives: top-dose activity, negative = inhibition, hits mostly inhibitors; 3.5% of 310,000 active;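 also: Gal4-VP16 expression switched on by copper sulfate through the metallothionein promoter; % is scaled to controls: 0 for no effect and ±100 for the full control effect; nearly all actives have a fitted effect of over 50% in size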
uPA generation – cell surface uPA generation inhibition; cell surface uPA generation assay, qHTS; Potency, µM (doses to about 38.3 µM), inactives show top-dose activity change, negative = inhibition, hits mostly inhibitors; 0.31% of 330,000 active; AID 540303; active = well fitted inhibition curve with a large enough effect; inconclusive = small, poorly fitted or top-dose-only effect; inactive = no such curve, though single readings can be large or run the other way; tested in mouse RAW 264.7 cells; also: % is scaled to controls: 0 for no effect and ±100 for the full control effect; nearly all actives have a fitted effect of over 55% in size
NPC1 prom act – activates the NPC1 promoter; 2.4% of 320,000 active; Huh7 NPC1 promoter luciferase reporter, 24 h; AID 485313; Potency, µM (top dose mostly 9.22 µM), for inactives: top-dose activation, hits mostly activators;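 also: % of control where 0% means no effect; nearly all actives have a fitted effect of over 60% in size; reporter is driven by a mutant NPC1 promoter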
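Huh7 cells stably carrying NPC1 promoter–luciferase, plated in Opti-MEM with 10% FBS for 2 h, were exposed to compound in DMSO for 24 h at 37 °C; luciferase reagent was added for 10 min and luminescence read.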
Starred values were filed as active, the others as inactive; ? = inconclusive; . = not tested or not shown; & = joins results of further samples; [ ] = remark or other dose. Unless noted, calls follow the shape of the dose curve; as a rule, active = well fitted curve in the direction sought with a large enough effect; inconclusive = small, poorly fitted or top-dose-only effect, or another doubt; inactive = no such curve, though single readings can be large; an effect the other way counts as inactive or inconclusive. Potency is read from the fitted curve at half-maximal effect.

1: C/C=C/c1ccc(OCCSc2nc(C)cc(=O)[nH]2)c(OC)c1
2: Fc1ccc(-c2csc(N3CCSCC3)n2)cc1
3: O=C(CSc1ncnc2ccccc12)NCC(=O)c1ccccc1
4: O=c1nc(N2CCCCC2)nc(Nc2ccccc2)[nH]1
5: COc1ccc(N(C(=O)c2ccncc2)S(=O)(=O)c2cccc([N+](=O)[O-])c2)cc1
6: CC(=O)c1cccc(NC(=O)c2cccc(N3C(=O)c4ccccc4C3=O)c2)c1
7: Cc1ccccc1C(=O)N1CCC(C(=O)NC2CCCC2)CC1
8: Cc1nc2ccccn2c1C(=O)NN=C1C2CC3CC(C2)CC1C3

assay / entry,1,2,3,4,5,6,7,8
BRCA1 expr act,26%,0%,4%,7%,6%,1%,12%,2%
p53 reactivation,10%,?,18%,-4%,?,3%,3%,22%
RORgamma inh,-28%,8%,29%,-9%,29%,-5%,-15%,-2%
MBNL1-CUG inh,-12%,-7%,-11%,-4%,?,-2%,-6%,3%
FLuc counter,13µM*,17µM*,4%,-4%,0%,-15%,1%,0%
Rab9 prom act,9%,21%,-9%,-7%,-4%,2%,-6%,-5%
ELG1 genotoxic,?,0%,-19%,-6%,-6%,9%,-1%,0%
VP16 counter,-24%,-3%,-4%[10 µM],5%,-9%,-15%,15%,-1%
uPA generation,-8%,-1%,-7%,3%,-2%,7%,-4%,-5%
NPC1 prom act,-7%,6%,-1%,-3%,-6%,0%,1%,1%

In another format: entries from further up.
Order of results: BRCA1 expr act, p53 reactivation, RORgamma inh, MBNL1-CUG inh, FLuc counter, Rab9 prom act, ELG1 genotoxic, VP16 counter, uPA generation, NPC1 prom act
2: Fc1ccc(-c2csc(N3CCSCC3)n2)cc1
→ 0%, ?, 8%, -7%, 17µM*, 21%, 0%, -3%, -1%, 6%
4: O=c1nc(N2CCCCC2)nc(Nc2ccccc2)[nH]1
→ 7%, -4%, -9%, -4%, -4%, -7%, -6%, 5%, 3%, -3%
5: COc1ccc(N(C(=O)c2ccncc2)S(=O)(=O)c2cccc([N+](=O)[O-])c2)cc1
→ 6%, ?, 29%, ?, 0%, -4%, -6%, -9%, -2%, -6%

Next section
9: N#Cc1c2c(nc(N)c1-c1ccccc1)CCCCC2
10: Cc1cc(OCC(O)CN2CCc3ccccc3C2)cc(C(C)C)c1 (stereo unspecified)
11: CCOC(=O)CC(=O)CSc1nc2c(sc(=S)n2-c2ccc(OCC)cc2)c(=O)[nH]1
12: COc1cccc(C2=CC(=O)C[C@H](c3ccc(OC)c(OC)c3)C2)c1
13: COc1ccc(C(=O)NC2CCCc3ccccc32)c(OC)c1OC (stereo unspecified)
14: CN(C(=O)c1ccc2c(c1)OCO2)C1(C(=O)NC2CCCCC2)CCCCC1
15: COC(=O)c1ccc(CN2CCC(CO)(Cc3ccc(OC)cc3)CC2)cc1
16: CCn1c(CSc2nc3ccccc3n2C)nc2ccccc21

assay / entry,9,10,11,12,13,14,15,16
BRCA1 expr act,12%,-34%,-16%,0%,-6%,11%,-21%,-21%
p53 reactivation,4%,7%,-7%,-1%,-5%,0%,-2%,4%
RORgamma inh,40%,-16%,179%,.,24%,23%,4%,32%
MBNL1-CUG inh,2%,8%,?,.,6%,9%,-6%,-8%
FLuc counter,6%,0%,-2%,-2%,3%,6%,-2%,-4%
Rab9 prom act,-2%,1%[1.84 µM],0%,0%,0%,-8%,-7%,-6%
ELG1 genotoxic,?,-7%,-6%,-4%,-8%,-1%,-13%,-1%
VP16 counter,1%,-13%,-4%,.,6%,-2%,-18%,?
uPA generation,1%,?,0%,2%,4%,-6%,9%,1%
NPC1 prom act,2%,-2%,-1%,1%,-2%,3%,-7%,-2%

17: O=S(=O)(NCC1CCCO1)c1cccc(C(F)(F)F)c1 (stereo unspecified)
18: O=C1CC(c2ccccc2)CC(O)=C1C=NCc1ccco1 (stereo unspecified)
19: O=C1CC(N2CCN(c3ccc(F)cc3)CC2)C(=O)N1c1ccc2c(c1)OCO2 (stereo unspecified)
20: CCc1ccc(/C=N/NC(=O)c2cc(-c3cccc([N+](=O)[O-])c3)n[nH]2)cc1
21: Cc1ccc2c(c1)[nH]c1c(=O)n(Cc3ccccn3)cnc12
22: C=CCn1cccc(C(=O)Nc2cc(OC)cc(OC)c2)c1=O
23: COc1ccccc1OCC(=O)O
24: CCCc1c(C)nc(N2CCN(c3ccccc3OC)CC2)[nH]c1=O

assay / entry,17,18,19,20,21,22,23,24
BRCA1 expr act,5%,-5%,3%,-54%,-9%,46%,2%&1%,-45%
p53 reactivation,-2%,18%,-2%,0%,8%,3%,-28%&-12%,6%
RORgamma inh,28%,15%,20%,-9%,5%[10 µM],11%,1%&-13%,13%
MBNL1-CUG inh,3%,-9%,2%,3%,8%,?,3%&5%,-10%
FLuc counter,-1%,-8%,-1%,0%,-17%,?,1%&2%,2%
Rab9 prom act,11%,-7%,1%,1%,5%,26%,-5%&0%,0%
ELG1 genotoxic,-1%,-4%,-3%,9%,16%,5%,-1%&0%,-3%
VP16 counter,8%,19%,5%,1%,4%,-7%,-6%&1%,4%
uPA generation,-4%,-17%,6%,-20%,-5%,1%,-3%,-4%
NPC1 prom act,0%,-8%,-1%,-14%,24%,5%,2%&-1%,0%

25: O=C(CSc1ccc2ccccc2n1)Nc1nsc(-c2ccc(Cl)cc2)n1
26: O=C(Cn1cc(C(=O)C2CC2)c2ccccc21)NCC1CCCO1 (stereo unspecified)
27: COc1ccc(-c2ccc(N(C)C)cc2)cc1[C@H]1[C@H]2C=CC[C@@H](C)[C@@H]2C(=O)N1Cc1ccccc1
28: COC(=O)c1c(NC(=O)CSc2nc3ccccc3c(=O)n2-c2ccccc2)sc(C)c1C
29: COC(=O)c1ccc(NC(=O)CSc2nnc(CNc3ccc(F)cc3)n2C)cc1
30: O=C(CNC(=O)c1[nH]cnc1C(=O)NC(c1ccccc1)c1ccccc1)OCc1ccccc1
31: O=C(CN1C(=O)NC2(CCCC2)C1=O)Nc1nc(-c2ccc(F)cc2)cs1
32: CCc1ccccc1N(C(=O)c1cccs1)C1C=CS(=O)(=O)C1 (stereo unspecified)

assay / entry,25,26,27,28,29,30,31,32
BRCA1 expr act,-1%,-1%,-17%,-37%,-3%,7%,-59%,-24%
p53 reactivation,-6%,-2%,13%,-2%,1%,3%,-8%,-5%
RORgamma inh,7%,-5%,-20%,7%,-6%,27%,?,42%
MBNL1-CUG inh,?,0%,-5%,.,-1%,2%,9%,-3%
FLuc counter,-8%&1%,-2%,5%,4%,0%[2.3 µM],-1%,4%,3%
Rab9 prom act,17%,-2%,-12%,1%,-1%,1%,0%,-1%
ELG1 genotoxic,2%,0%,-4%,-4%,1%,2%,-13%,-4%
VP16 counter,-7%,10%,12%,-9%,2%,?,1%,-25%
uPA generation,2%,2%,6%,-1%,-10%,11%,-5%,12%
NPC1 prom act,7%,-4%,-10%,0%,-2%,1%,-1%,-2%

33: COc1cc(CN2CCC(C(=O)N3CCCC(C)C3)CC2)cc(Br)c1O (stereo unspecified)
34: O=C(Nc1sc2c(c1C(=O)NCCO)CCCC2)c1ccco1
35: C=CC[n+]1c(-c2ccc(Cl)cc2Cl)csc1Nc1ccc(NC(C)=O)cc1
36: CCOc1ccc(NC(=O)c2ccc(N3CC4CC(C3)c3cccc(=O)n3C4)c(N)c2)cc1 (stereo unspecified)
37: Cc1ccc(Nc2cc(-c3ccccc3)nc3ncnn23)cc1
38: CCOC(=O)C1CCCCN1Cc1ccc(F)c(Br)c1 (stereo unspecified)
39: COc1cc2c(cc1OC)C(/C=C/c1ccco1)=NCC2
40: O=C(/C=C/c1ccc(Cl)cc1)N(c1ccccn1)C1CCCCC1

assay / entry,33,34,35,36,37,38,39,40
BRCA1 expr act,-3%,-12%,-100%[inhibitor],0%,0%,-1%,-47%,-27%
p53 reactivation,2%,-1%,-9%,-13%,12%,-4%,-7%,-14%
RORgamma inh,29%,1%,?,2%,11µM*,3%,-12%,30%
MBNL1-CUG inh,-9%,9%,3%,-8%,4%,10%,?,.
FLuc counter,5%,-12%,-15%,-12%,0%,-1%,-2%,-6%
Rab9 prom act,-5%,-3%,-6%,-8%,-14%,-6%,-6%,-8%
ELG1 genotoxic,0%,-3%,3%,-1%[9.26 µM],2%,-2%,-10%,-9%
VP16 counter,0%,1%,-7%,0%,?,11%,21%,-10%
uPA generation,-3%,0%,-14%,9%,-3%,0%,-9%,2%
NPC1 prom act,-1%,?,-5%,-4%,-12%,6%,5%,-2%

41: O=S(=O)(NCc1nnc2ccccn12)c1ccc(Cl)cc1
42: O/N=C1/CCCCC1c1ccccn1 (stereo unspecified)
43: CC(=O)c1ccc(N2Cc3ccccc3/C2=N\C(=O)Nc2ccc(Cl)cc2)cc1
44: CNc1nc(-c2ccccc2)cc(-c2ccccc2)n1

assay / entry,41,42,43,44
BRCA1 expr act,7%,-18%,85%,-7%
p53 reactivation,3%,1%,20%,.
RORgamma inh,.,13%,-2%,.
MBNL1-CUG inh,.,-3%,6%,4%
FLuc counter,3%,-1%,-3%,-5%
Rab9 prom act,0%,-1%,16%,-1%
ELG1 genotoxic,3%,-1%,13%,3%
VP16 counter,.,2%,-10%,.
uPA generation,1%,-4%,1%,?
NPC1 prom act,-3%,-3%,16%,1%

From PubChem
